# Pol III holo inh = DNA polymerase III holoenzyme inhibition | reconstituted DNA polymerase III holoenzyme replication, biochemical | Potency, µM (titrated, usually from 57.1 µM), for inactives: top-dose activity change, negative = inhibition | actives 0.25% (n = 71,000) | AID 603; also: potency is read from the fitted curve at half-maximal effect; % is scaled to controls: 0 for no effect and ±100 for the full control effect
#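 Reconstituted *E. coli* holoenzyme (0.35 nM Pol III, 1 nM beta, 154 nM SSB, 2 nM primase) was preincubated with compound for 15 min at RT. Synthesis on 1.4 nM ssM13Gori ran 35 min, then was stopped with PicoGreen/EDTA and read as dsDNA fluorescence.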
# 15-hLO inh = inhibitors of human 15-lipoxygenase (ALOX15) | AID 887 | actives 1.4% (n = 74,000) | purified 15hLO-1, xylenol orange hydroperoxide absorbance | Potency, µM (titrated, usually from 57.1 µM), for inactives: at the highest dose activity change, negative = inhibition, hits mostly inhibitors; also: potency is read from the fitted curve at half-maximal effect; % is scaled to controls: 0 for no effect and ±100 for the full control effect; nearly all actives have a fitted effect of over 55% in size
#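 Inhibition is scored from a chromogenic endpoint. After 15 min enzyme-compound contact, arachidonic acid (50 uM final) reacts 6 min with 40 nM 15hLO-1 at room temperature, then Fe-XO reagent is added for 30 min and absorbance ratio recorded.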
# CRE Fsk mod = modulators of forskolin-stimulated CRE signaling in CHO cells | CHO CRE-bla reporter (cAMP response element driving beta-lactamase), forskolin EC10, beta-lactamase ratio | Potency, µM (series often up to 38.2 µM), for the others: top-dose activity change, negative = inhibition, hits mostly activators | actives 2.5% (n = 71,000); active = well fitted activation curve with a large enough effect in the signal ratio, with a control signal flat, not every such curve was filed as active; inconclusive = small, poorly fitted or top-dose-only effect, or effect the other way, or a change in a side signal; the % refers to the signal ratio; also: potency is read from the fitted curve at half-maximal effect; % of control where 0% means no effect
#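 qHTS titration format; CRE-bla CHO reporter; stimulus EC10 NKH 477, a water-soluble forskolin. Read: CCF4 460/530 nm ratio. Potency expressed as AC50 for activators or inhibitors.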
# HADH2 inhib = blocks human hydroxyacyl-CoA dehydrogenase type II | actives 3.4% (n = 73,000) | recombinant HADH2, NADH fluorescence, beta-hydroxybutyryl-CoA | AID 886 | Potency, µM (highest dose often 57.1 µM), for inactives: at the top dose activity change, negative = inhibition, usual class: inhibitors; also: potency is read from the fitted curve at half-maximal effect; % is scaled to controls: 0 for no effect and ±100 for the full control effect; nearly all actives have a fitted effect of over 60% in size; many of its hits are not listed in these tables
# Target sequence (Q99714 whole entry, looked up, one chain of several): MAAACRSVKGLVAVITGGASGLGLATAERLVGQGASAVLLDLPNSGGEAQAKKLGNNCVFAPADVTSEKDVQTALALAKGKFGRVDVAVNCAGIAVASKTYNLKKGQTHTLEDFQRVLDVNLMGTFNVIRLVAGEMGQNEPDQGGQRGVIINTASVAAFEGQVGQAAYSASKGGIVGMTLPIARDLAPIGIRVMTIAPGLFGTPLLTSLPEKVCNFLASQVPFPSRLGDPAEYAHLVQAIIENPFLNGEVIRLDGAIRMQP
#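 Read-out: 360 nm excitation, 450 nm emission, kinetic over 4 min. Conditions: His-tagged human HADH2 20 nM, pH 9.0 Tris with Tween-20, 1 mM NAD+, 90 uM beta-hydroxybutyryl-CoA.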
# ERK AVP block = inhibitors of vasopressin-stimulated ERK signaling pathway; HEK293-V1b, vasopressin-stimulated pERK AlphaScreen; Potency, µM (doses to about 57.5 µM), inactives show top-dose activity, negative = inhibition, hits mostly inhibitors; actives 0.99% (n = 72,000); also: potency is read from the fitted curve at half-maximal effect; % is scaled to controls: 0 for no effect and ±100 for the full control effect; nearly all actives have a fitted effect of over 55% in size
#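 HEK293 cells stably expressing V1b receptor, seeded overnight in 1% FBS, were treated with compounds for 30 min at 37C, then stimulated 5 min with 25 nM vasopressin; phospho-ERK read by AlphaScreen SureFire after lysis.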
# Tau fil binding = binders of human tau filaments; P10636; recombinant tau filaments, thioflavin S fluorescence, 15 h; filaments grown with octadecylsulfate alongside compound; Potency, µM (titrated, usually from 57.1 µM), without a hit: at the highest dose activity change, negative = inhibition; actives 2% (n = 71,000);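 also: potency is read from the fitted curve at half-maximal effect; % is scaled to controls: 0 for no effect and ±100 for the full control effect; actives lower thioflavin S fluorescence by blocking filaments or displacing dye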
# Target sequence (P10636 whole entry, looked up): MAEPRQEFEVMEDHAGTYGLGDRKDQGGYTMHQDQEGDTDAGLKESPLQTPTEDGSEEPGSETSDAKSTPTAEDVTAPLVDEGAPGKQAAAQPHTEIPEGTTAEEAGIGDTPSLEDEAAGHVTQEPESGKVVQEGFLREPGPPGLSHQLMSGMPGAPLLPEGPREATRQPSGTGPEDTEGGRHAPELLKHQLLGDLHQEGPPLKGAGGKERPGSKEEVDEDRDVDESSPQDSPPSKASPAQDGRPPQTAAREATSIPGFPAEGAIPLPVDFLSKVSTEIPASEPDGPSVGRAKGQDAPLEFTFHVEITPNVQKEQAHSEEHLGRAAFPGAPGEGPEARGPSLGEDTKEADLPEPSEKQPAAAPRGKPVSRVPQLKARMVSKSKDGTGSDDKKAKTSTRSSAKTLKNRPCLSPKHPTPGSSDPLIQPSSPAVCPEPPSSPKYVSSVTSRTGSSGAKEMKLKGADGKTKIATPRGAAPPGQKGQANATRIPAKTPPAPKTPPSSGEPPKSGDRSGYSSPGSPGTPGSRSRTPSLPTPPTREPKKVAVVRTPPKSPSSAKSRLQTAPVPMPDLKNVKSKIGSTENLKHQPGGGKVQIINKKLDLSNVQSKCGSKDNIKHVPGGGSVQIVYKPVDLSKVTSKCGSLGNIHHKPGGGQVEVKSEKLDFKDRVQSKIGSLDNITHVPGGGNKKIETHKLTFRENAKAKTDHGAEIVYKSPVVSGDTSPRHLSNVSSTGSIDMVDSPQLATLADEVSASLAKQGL
#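 His-tagged recombinant human tau (exons 2, 3, 10; 1 uM final) fibrillized with 30 uM sodium octadecylsulfate, 15 h at 37 C, in pH 7.4 HEPES buffer with 10 uM thioflavine S and 5 mM DTT. Reduced ThS fluorescence (450/510 nm) marks activity.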
# Luciferase inh = inhibitors of firefly luciferase. actives 2.2% (n = 72,000). P08659. purified firefly luciferase, luminescence, 8 min. Potency, µM (doses to about 57.1 µM), for the others: at the highest dose activity change, negative = inhibition, hits mostly inhibitors; also: potency is read from the fitted curve at half-maximal effect; % is scaled to controls: 0 for no effect and ±100 for the full control effect; nearly all actives have a fitted effect of over 40% in size
#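 Firefly luciferase (PKLight detection mix) with 10 uM ATP in pH 7.2 imidazole buffer (KCl, MgCl2, Tween 20, BSA). Compounds tested across a concentration series (qHTS). Luminescence read after 8 min at ambient temperature.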
# Texas Red fluor = compounds fluorescent in Texas Red spectral region. Compound fluorescence, Texas Red channel, 547/618 nm; stronger effect = higher value. max dye-equivalent concentration, M. actives 0.06% (n = 59,000); in the data active = max dye-equivalent concentration above about 10 nM; inconclusive = between about 1.1 nM and that limit
#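 Fluorescence at ex 547/em 618 nm, normalized against an on-plate Texas Red standard series to give dye-equivalent concentration per compound concentration. Buffer 100 mM Tris, pH 8.0; 15 min RT incubation before CCD imaging.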
# Rhodamine fluor = compound fluoresces in the rhodamine spectral region | Rhodamine-region fluorescence, 547/598 nm, Tris buffer; stronger effect = higher value | max dye-equivalent concentration, M | actives 0.05% (n = 59,000); in the data active = max dye-equivalent concentration above about 11 nM; inconclusive = between about 1.1 nM and that limit
#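 Compound fluorescence in 100 mM Tris, pH 8.0, read after 15 min at room temperature with 547 nm excitation and 598 nm emission. Output is dye-equivalent concentration from an on-plate rhodamine standard series.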
# HBB splicing = alters splicing of the hemoglobin beta chain. Potency, µM (titrated, usually from 46.1 µM), for the others: at the highest dose activation, usual class: activators. AID 925. actives 0.06% (n = 65,000). HBB splicing reporter cell assay, activation; EGFP reporter with mutant IVS2-654 intron; response scale: normalised to 500 nM splice-correcting PNA; also: potency is read from the fitted curve at half-maximal effect; 0% is about no effect
#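 HeLa cells stably expressing EGFP interrupted by mutant beta-globin intron 2 (IVS2-654), 500/well in 2% FCS. Treated with compound for 2 days at 37C. Splicing correction scored as total well GFP intensity (488 nm excitation, 500-520 nm emission); 500 nM antisense PNA served as control.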
# Hsp90 Hop PPI = changes Hsp90-Hop TPR2A binding signal, up or down. AlphaScreen TPR2A-His6 binding biotin-Hsp90 C-terminal peptide. Potency, µM (highest dose often 57 µM), for inactives: top-dose activity change, negative = inhibition. actives 0.44% (n = 71,000). AID 595; active = well fitted curve in either direction with a large enough effect; inconclusive = small, poorly fitted or top-dose-only effect, or another doubt; also: potency is read from the fitted curve at half-maximal effect; % is scaled to controls: 0 for no effect and ±100 for the full control effect; many of its hits are not listed in these tables
# An asterisk follows results filed as active; i = inactive; u = inconclusive; x = no result given; & = joins results of further samples; [ ] = dose if it differs, or a comment. Unless noted, calls follow the shape of the dose curve; as a rule, active = well fitted curve in the direction sought with a large enough effect; inconclusive = small, poorly fitted or top-dose-only effect, or another doubt; inactive = no such curve, though single readings can be large; an effect the other way counts as inactive or inconclusive. These rows are one share of the data; count on the stated rates, not on these rows.
# The line under a structure holds: Pol III holo inh | 15-hLO inh | CRE Fsk mod | HADH2 inhib | ERK AVP block | Tau fil binding | Luciferase inh | Texas Red fluor | Rhodamine fluor | HBB splicing | Hsp90 Hop PPI
> CCCN1CCO[C@@H]2c3cc(O)ccc3OC[C@H]21
  -8%&-6% | -3%&-17% | -4%&-3% | 11%&14% | u | -5%&-10% | 1%&1% | i | i | -0.2%&-0.9% | -10%&-3%
> Cc1ccc(N)c(N)c1
  1% | u | -16% | 3% | 12% | -10% | x | x | x | -0.2% | -1%
> O=P(O)(O)COc1ccccc1O
  -3% | 10% | 0% | -2% | -8% | -7% | -1% | i | i | 0.4%[57.5 µM] | 0%
> O=C1CC(=O)N(c2ccc3c(c2)OCO3)C(=O)N1
  -4% | -10% | 5% | u | -28% | -7% | -1% | i | i | -0.7% | -2%
> CN=C(SCc1ccccc1)c1c(O)n(C)c(=O)n(C)c1=O
  -10% | 35%[activator] | -15% | -5% | 5% | -9% | 4% | i | i | 1.6%[0.369 µM] | 4%
> c1ccc(N=NNc2ccccc2)cc1
  -2% | -4% | -19% | 0% | -3% | u | x | x | x | -0.7% | -6%
> CCOC(=O)C1OC1(C)c1ccccc1 (centres undefined)
  3% | -3% | -5% | 0% | 20% | 4% | x | x | x | 0.7% | -4%
> c1ccc([C@H]2CNCc3ccccc32)cc1
  -4% | 6%[25.6 µM] | u | -4% | 4% | u | 0% | x | x | x | -4%
> CCC(=NCc1ccco1)c1c(O)n(C2CCCCC2)c(=O)[nH]c1=O
  -4% | u | u | -18% | -13% | -10% | 0% | u | i | 2.1%[1.84 µM] | -5%
> Nc1ccc(Cl)cc1N
  -1% | u | 2% | 14% | 4% | 2.5µM* | x | x | x | 1.3% | -5%
> Cc1ccc(C2C(S(C)(=O)=O)=C(O)C(=O)N2c2ccccc2)cc1 (centres undefined) (tested in a mixture with another compound)
  -1% | 1% | -7% | 3% | -3% | -1% | 2% | i | i | -1.4% | -4%
> O=P(OCC(F)(F)C(F)F)(N1CCOCC1)N1CCOCC1
  -4% | 8% | -2% | -9% | -21% | -5% | 0% | i | i | -0.1%[57.5 µM] | 0%
> C[N+]1([O-])[C@@H]2CC(OC(=O)[C@@H](CO)c3ccccc3)C[C@@H]1[C@H]1O[C@H]12 (some centres undefined)
  -12%[11.4 µM] | 27%[11.4 µM] | 6%[7.6 µM] | 25%[11.4 µM] | 12%[11.5 µM] | 7%[11.4 µM] | 3%[11.4 µM] | i | i | 0.6%[9.22 µM] | -5%[11 µM]
> Cn1c(O)c(C=NCc2ccco2)c(=O)n(C)c1=O
  3% | 32µM* | 1% | -12% | u | -5% | 4% | x | x | 1.4% | -1%
> OCCOCCO
  1% | 0% | -9% | 1% | u | 1% | x | x | x | -0.6% | 0%
> CCC(=NCCCN(C)C)c1c(O)n(-c2ccc(OC)cc2)c(=O)[nH]c1=O
  1% | 3% | 12% | 3% | -10% | 3% | 3% | i | i | 5.4%[0.369 µM] | -3%
> CCOC(=O)C1=C(N)Oc2cc(C)oc(=O)c2C12C(=O)N1c3c(cc(OC)cc32)C(C)=CC1(C)C (centres undefined)
  -4% | -2% | 2% | -6% | -16% | -6% | 0% | i | i | 4.4% | -7%
> O=c1[nH]c(=O)n(Cc2ccc(F)cc2)c(O)c1C=NCCCN1CCOCC1
  -15% | 7% | -8% | 2% | -1% | 5% | 4% | i | i | -1.2%[57.5 µM] | -3%
> CC12CN3CC(C)(CN(C1)C3c1cccnc1)C2=O (centres undefined)
  -3% | 2% | -2% | -4% | 5% | 2% | 1% | x | x | 0.4% | 0%
> Cc1cccc(CS(=O)(=O)Cc2ccc(C(=O)N3CCC4(CC3)OCCO4)o2)c1
  -3% | 1% | -8% | 1% | 5% | -2% | -1% | i | i | 1.1% | -2%
> O=C(Cc1ccccc1)Oc1cccc(N2C(=O)CCC2=O)c1
  -8% | -7% | -1% | -8% | -19% | 13% | 2% | x | x | 0.0% | 0%
> O=C(c1cc2nc(-c3ccccc3)cc(-c3ccccc3)n2n1)N1CCC2(CC1)OCCO2
  2% | -11% | 2.5µM* | u | 2% | 9% | -1% | i | i | -2.7% | 14%
> CCOCCCN=Cc1c(O)n(Cc2ccccc2)c(=O)[nH]c1=O
  -2% | -5% | u | -9% | -23% | -8% | 2% | i | i | 0.8%[0.369 µM] | -3%
> O=C(O)[C@H]1CCN1
  3% | 9% | -4% | -18% | -6% | -2% | 4% | u | i | 1.5% | -2%
> CC(C)NP(=O)(NC(C)C)OP(=O)(NC(C)C)NC(C)C
  0% | 10% | 0% | 15% | -5% | -10% | 2% | i | i | 2.6% | -5%
> Cc1ccc(C2CC(=O)C(C=NCCN3CCN(C(=O)Cc4ccccc4)CC3)=C(O)C2)cc1 (centres undefined)
  0% | 12% | -11% | -6% | 10% | -5% | 0% | i | i | -0.1% | -4%
> Cc1ccc(OCC(=O)N2CCN(CC3CC4C=CC3C4)CC2)cc1 (centres undefined)
  -7% | -7% | 3% | 20% | 54%[activator] | -8% | -2% | i | i | x | u
> CC(C)c1cccc(C(C)C)c1OCCn1ccnc1
  -3% | 48%[activator] | -1% | 1% | -19% | -10% | 4% | u | i | -0.1%[57.5 µM] | -8%
> C=C(CC1(C(C)NP(=O)(c2ccccc2)c2ccccc2)CC1)c1ccccc1 (centres undefined)
  -7% | x | -32% | -2% | 20% | 9% | x | x | x | 2.2% | -9%
> COc1cc([C@@H]2c3cc4c(cc3[C@H](O)[C@H]3COC(=O)[C@H]23)OCO4)cc(OC)c1OC
  x | 4%[25.6 µM] | x | x | -15% | x | -2%[25.5 µM] | i | i | x | x
> CC(c1ccccc1)n1cncc1C(=O)N1CCCC1=O (centres undefined)
  -3% | 2% | -4% | 7% | 9% | -6% | 0% | i | i | 0.0%[57.5 µM] | -3%
> Clc1ccccc1
  0% | -6% | 3% | -8% | -19% | 60% | x | x | x | -0.2% | 6%
> COc1ccc(OC)c(C(O)C(C)N)c1 (centres undefined)
  x | 0% | x | x | 30%[activator] | x | 1%[25.5 µM] | i | i | x | x
> O=C(CNS(=O)(=O)c1ccc(Br)s1)N1CCC2(CC1)OCCO2
  -1% | 5% | u | -1% | -2% | 2% | -1% | i | i | 1.4% | 8%
> O=C(Cl)OCc1ccccc1
  -7% | 1% | -7% | 0% | 17% | 3% | x | x | x | -0.2% | 2%
> CC(C)C(=O)Nc1ccc([N+](=O)[O-])c(C(F)(F)F)c1
  -4% | u | 5% | -7% | u | -18% | 0%[25.5 µM] | i | i | -0.3% | -6%
> O=c1[nH]c(=O)n(C2CCCCC2)c(O)c1C1NCCc2ccccc21 (centres undefined)
  -6% | -4% | u | u | -25% | -6% | 2% | i | i | 2.8%[0.369 µM] | -6%
> CN(C)[C@@H]1C(=O)C(C(N)=O)=C(O)[C@@]2(O)C(=O)C3=C(O)c4c(O)cccc4[C@@](C)(O)[C@H]3[C@H](O)[C@@H]12
  -2% | u | u | u | 2% | -5% | -2%[25.5 µM] | i | i | 0.7% | -7%
> CCC(=O)N1c2ccc(S(=O)(=O)CCC(=O)N3CCC4(CC3)OCCO4)cc2CC1C (centres undefined)
  3% | 3% | 4% | 8% | -8% | -6% | 0% | i | i | 0.0% | 0%
> CC(=NCc1ccco1)c1c(O)n(Cc2ccccc2)c(=O)[nH]c1=O
  -5% | 0% | u | -5% | -13% | 15% | 1% | i | i | -0.5%[57.5 µM] | -4%
> O=C(O)CN1C(=O)CN=C(c2ccccn2)c2cc(Cl)ccc21
  -8%[11.4 µM] | 11%[11.4 µM] | u | 10%[11.4 µM] | 22%[11.5 µM] | -1%[11.4 µM] | 4%[11.4 µM] | i | i | 1.4%[9.22 µM] | -10%[11 µM]
> O=P(C(c1c[nH]c2ccccc12)N1CCOCC1)(N1CCOCC1)N1CCOCC1 (centres undefined)
  -2% | -10% | -5% | 0% | 3% | -9% | 2% | i | i | 1.5% | -2%
> Cc1ncc(CC(=O)n2cc(C(=O)c3cc(Cl)ccc3O)cn2)s1
  -2% | 11% | -15% | -26% | u | -23% | 1% | u | i | -4.6% | -7%

# Limited to ERK AVP block (two entries from above):
mol	ERK AVP block
OCCOCCO	u
CCC(=O)N1c2ccc(S(=O)(=O)CCC(=O)N3CCC4(CC3)OCCO4)cc2CC1C (centres undefined)	-8%

# Screening results from PubChem BioAssay.
